APJ antag: APJ receptor antagonism; 330,000 compounds, 0.32% hits; P35414; inhibition, % at 20 µM; CHO-K1 APJ beta-arrestin complementation, luminescence;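 active = inhibition above about 40% at 20 µM, limit read from the data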;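 also: cells challenged with 10 nM apelin-13 agonist together with compound; plate controls were apelin-13 plus DMSO wells for no effect and DMSO wells lacking apelin-13 for full effect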
UPR XBP1 act: activators of adaptive arm of unfolded protein response (XBP1); CHO-XBP1 luciferase reporter, IRE1-XBP1 UPR activation, luminescence; percent of tunicamycin response, DMSO as zero; 330,000 compounds, 0.33% hits; activation, % at 20 µM;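 active = versus positive control, 20 µM dose yields 30% or more activation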;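 also: 100% = tunicamycin at 10 µg/mL and 0% = DMSO only wells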
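Material: CHO cell line with stable XBP1 luciferase reporter; buffer or medium: F12 medium containing 10% fetal bovine serum; compound: single point, 20 µM final compound, 1% DMSO; incubation: 6 h treatment, 37 °C; measured by: glow luminescence from Steady-Glo reagent; evaluation: activation, % of tunicamycin; control set: tunicamycin high, DMSO low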
tim23-1 inh: growth inhibitors of tim23-1 mutant yeast; AID 463212; 330,000 compounds, 1.3% hits; S. cerevisiae tim23-1 growth, BacTiter-Glo luminescence, 24 h; inhibition, % at 20 µM;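 active = growth inhibition of the mutant yeast at or above 50%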;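 also: temperature-sensitive mutant grown at 25 °C; plate controls were DMSO-treated mutant yeast for no effect and medium wells lacking yeast for full effect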
APJ agonist: agonists of human APJ apelin receptor; 330,000 compounds, 0.11% hits; activation, % at 20 µM; P35414; CHO-K1 APJ PathHunter beta-arrestin, luminescence; 0% DMSO wells, 100% apelin;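 active = activation more than six SD over the plate average, tested at 20 µM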;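 also: 0% = DMSO alone and 100% = apelin-13 at 10 nM; some results filed as inactive read as strong as hits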
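system = engineered CHO-K1 APJ arrestin reporter cells | input = 1000 cells per well | timing = overnight seeding, 90 min compound at 25 °C, 1 h detection | measured by = enzyme-fragment complementation luminescence | read-out = beta-arrestin recruitment to APJ as agonist activity, luminescent signal | control set = negative DMSO alone, positive Apelin-13 at 10 nM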
Mdm2 MdmX PPI: inhibitors of human Mdm2/MdmX interaction | O15151+Q00987 | SaOS-2 split-luciferase Mdm2/MdmX complementation, luminescence | inhibition, % at 8 µM | 330,000 compounds, 3% hits | AID 485346;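 active = inhibition of at least 50% at 8 µM in the primary screen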
Target sequence (O15151 whole entry, looked up): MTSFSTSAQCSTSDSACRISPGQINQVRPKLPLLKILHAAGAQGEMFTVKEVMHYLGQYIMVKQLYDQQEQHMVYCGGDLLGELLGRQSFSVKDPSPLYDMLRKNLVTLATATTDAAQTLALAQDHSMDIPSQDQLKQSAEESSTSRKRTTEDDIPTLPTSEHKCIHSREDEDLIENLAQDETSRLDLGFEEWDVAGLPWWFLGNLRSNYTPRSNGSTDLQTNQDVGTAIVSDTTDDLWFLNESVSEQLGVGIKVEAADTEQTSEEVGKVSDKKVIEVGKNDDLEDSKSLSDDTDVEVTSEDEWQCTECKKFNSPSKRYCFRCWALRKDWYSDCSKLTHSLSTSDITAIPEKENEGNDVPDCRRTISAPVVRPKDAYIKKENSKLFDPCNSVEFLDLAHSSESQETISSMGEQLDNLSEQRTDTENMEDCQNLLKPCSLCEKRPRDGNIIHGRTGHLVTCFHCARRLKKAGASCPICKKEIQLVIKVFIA
Target sequence (Q00987 whole entry, looked up): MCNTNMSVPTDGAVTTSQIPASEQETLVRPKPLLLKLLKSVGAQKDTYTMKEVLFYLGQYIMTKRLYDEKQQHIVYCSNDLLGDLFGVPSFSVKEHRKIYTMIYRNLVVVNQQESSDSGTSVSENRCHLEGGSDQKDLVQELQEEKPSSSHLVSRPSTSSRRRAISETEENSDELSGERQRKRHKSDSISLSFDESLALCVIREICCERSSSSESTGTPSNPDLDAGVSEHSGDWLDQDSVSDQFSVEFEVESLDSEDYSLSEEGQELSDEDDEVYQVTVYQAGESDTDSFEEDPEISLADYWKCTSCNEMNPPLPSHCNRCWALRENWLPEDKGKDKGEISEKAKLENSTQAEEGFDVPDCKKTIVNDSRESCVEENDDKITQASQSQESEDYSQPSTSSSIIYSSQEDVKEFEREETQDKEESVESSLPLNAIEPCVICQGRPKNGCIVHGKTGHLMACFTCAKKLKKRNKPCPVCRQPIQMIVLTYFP
697 NFkB inh: lowers PMA/ionomycin-induced NF-kB signal in 697 B cells; 697 B-cell NF-kB luciferase reporter, 16 h; inhibition, % at 4 µM; 330,000 compounds, 0.33% hits; AID 435022; in the data active = inhibition above about 35%
CHOP UPR activ: apoptotic UPR (CHOP) activation | activation, % at 10 µM | CHO-CHOP luciferase reporter, luminescence; percent of tunicamycin response over DMSO baseline | 330,000 compounds, 0.34% hits | AID 449763;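 active = at 10 µM dose, activation of 40% or more, normalized to positive control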;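 also: 100% = tunicamycin at 10 µg/mL and 0% = DMSO alone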
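System: CHO CHOP reporter cells. Amount: 500 cells per well. Buffer or medium: F12 medium, 10% FBS. Compound dosing: one dose, 10 µM in 0.5% DMSO. Incubation: 6 h compound exposure at 37 °C after overnight seeding. Technique: Steady-Glo luciferase luminescence. Benchmarks: tunicamycin and DMSO controls.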
Jurkat NFkB inh: inhibitors of the PMA/ionomycin-induced NF-kB reporter in Jurkat cells; 330,000 compounds, 0.53% hits; inhibition, % at 4 µM; PMA/ionomycin-induced NF-kB luciferase reporter, luminescence; in the data active = inhibition above about 50%
Active calls of the source: *; x = not tested or not shown.

SMILES	APJ antag	UPR XBP1 act	tim23-1 inh	APJ agonist	Mdm2 MdmX PPI	697 NFkB inh	CHOP UPR activ	Jurkat NFkB inh
CC1=NN2C(=N)/C(=C\c3cc(C)n(-c4cccc(C)c4)c3C)C(=O)N=C2S1	15	-1	10	-3	16	-6	1.4	3
Cc1c(Br)cc(C(=O)O)c(C)c1C	-6	-2	0	-1	13	-11	0.6	7
CCOc1ccc(-c2nnc3ccc(SC)nn23)cc1	12	-1	12	-2	-8	-15	-1.1	-4
c1ccc(NC2=NCCN2CCCC2CCCC2)cc1	4	0	4	-6	9	-1	0.1	-1
O=C(N1CCCC1)C12CC3CC(CC(C3)C1)C2	6	-5	14	-4	25	14	-0.8	-10
COc1cccc(NC(=O)c2ccc(NC(=O)C(C)C)cc2)c1	14	-1	4	-2	0	-8	3.6	-29
O=C1C(C2=C(O)c3ccccc3C2=O)=Nc2ccccc21	-11	5	62*	3	21	-4	11	-4
CC1(C(=O)c2ccccc2)C2c3c(ccc4ccccc34)OC(=O)C21C(=O)N1CCOCC1 (stereo not drawn)	10	-2	-16	0	8	9	-2.8	-19
O=C1OC2(CCCCC2)OC(=O)C1=CNc1ccc2c(c1)OCO2	-8	2	25	-1	-13	6	3.5	-5
CC(=O)Nc1ccc(C(=O)CN2C(=O)NC3(CCCc4ccccc43)C2=O)c(F)c1 (stereo not drawn)	0	-1	-2	5	16	-3	-0.1	-14
O=C(Nc1ccccc1)NC1(C(=O)NCc2ccc3c(c2)OCO3)CCCCC1	-18	3	5	-3	13	13	-0.1	14
CCN(CC)S(=O)(=O)c1ccc2oc(C(=O)NC3CC3)c(C)c2c1	-11	-3	33	-3	-14	-24	0.9	-27
COc1ccc(CC(=O)N(Cc2ccccc2)C(C)C)cc1	-12	-6	13	3	-18	-200	0.1	-149
Cc1ccccc1C(=O)Oc1ccccc1N1C(=O)C2CC=CCC2C1=O (stereo not drawn)	9	-2	27	-3	-6	-2	3.2	-2
COc1ccc(CN2CCN(S(=O)(=O)c3ccc(C)cc3)CC2)cc1Br	-8	2	39	-5	-36	-31	-1.5	-22
CCOC(=O)c1c(S(=O)(=O)NCC(=O)Nc2cc(C)ccn2)c(C)n(C)c1C	7	-4	5	0	15	0	1.2	4
O=C1C(Cc2ccccc2)SC(=Nc2ccccc2)N1c1ccccc1 (stereo not drawn)	-2	4	10	-3	-1	-12	-0.8	2
O=C(C[C@H]1C/C=C\C[C@H](NC(=O)OCC2c3ccccc3-c3ccccc32)C(=O)O[C@H](c2ccccc2)CNC1=O)N[C@H](CO)Cc1ccccc1	1	-1	-7	0	78*	-9	0.3	-13
CC1CCCC(C)N1C(=O)COC(=O)c1nn(C)c(=O)c2ccccc12 (stereo not drawn)	6	-7	18	-5	-3	30	1.5	12
COC(=O)C(C)N1C(=O)S/C(=C/c2cc(C)n(-c3ccccn3)c2C)C1=O (stereo not drawn)	1	4	8	7	15	-66	0.1	-61
COc1cc(C2C(C#N)=C(N)OC3=C2C(=O)CCC3)cc(OC)c1OC(=O)N1CCOCC1 (stereo not drawn)	0	-1	14	-2	15	11	-1.0	3
COc1ccc(NC(=O)NNC(=O)c2cc(C3CC3)nc3ccccc23)c(OC)c1	7	-8	6	-6	18	22	3.6	-5
Cc1cc(=O)oc2cc(OCC(=O)N3CCCC3)c(Cl)cc12	13	0	-6	0	10	19	-1.1	6
CCCCc1ccc(C2C3=C(CC(C)(C)CC3=O)NC3=C2C(=O)c2ccccc23)cc1 (stereo not drawn)	18	9	15	1	55*	0	6.8	9
CC(NC(=O)Cn1c(NCCO)nc2ccccc21)C1CC2CCC1C2 (stereo not drawn)	5	-3	0	-3	-22	-11	-0.3	2
CC(C)(C)c1ccc(NC(=O)COc2ccc(-n3ccnc3)cc2)cc1	6	-8	-90	3	20	-44	1.7	36
CCc1cccc(NC(=O)c2cccc3c2C(=O)N(CC2CCCO2)C3)c1 (stereo not drawn)	15	3	37	2	21	12	-0.5	-1
COc1cc(OC)c2c(-c3cccc(/C=C/c4ccc(F)cc4)c3)cc(=O)oc2c1	x	1	19	x	21	-67	6.1	x
CC(C)c1nnc(NC(=O)c2sc3ccccc3c2Cl)s1	5	1	40	-4	-39	-80	-1.9	-14
O=C(O)CN1c2cccc3cccc(c23)S1(=O)=O	-10	0	4	5	-2	7	1.3	4
O=C(Nc1ccc2nn(-c3ccccc3)nc2c1)c1ccc2c(c1)OCO2	-10	-1	-16	5	18	-27	-1.2	0
O=C(CSc1nnc(-c2ccccc2Cl)o1)N1CCCC1	13	6	-6	-2	-21	-60	3.6	-46
Cc1cc(NS(=O)(=O)c2ccc(NC(=O)CCCOc3ccccc3)cc2)no1	-2	0	-5	-4	23	-6	0.0	-3
Cn1c(=O)c2c(nc(N3CCN(c4ccccn4)CC3)n2Cc2ccc(Cl)cc2Cl)n(C)c1=O	-4	1	19	2	16	-32	2.5	-29
Cc1cccc(NC(=O)C(Cc2ccccc2)c2nn[nH]n2)c1C (stereo not drawn)	5	-3	-3	1	8	1	-0.7	-13
O=C1C2C3C=CC(C4CC34)C2C(=O)N1/N=C/c1ccc(-c2cccc([N+](=O)[O-])c2)o1 (stereo not drawn)	-13	-1	35	x	20	-5	-2.0	-6
Cc1ccc(CN2CCC(N3CCC(C(=O)NCC4CCCO4)CC3)CC2)o1 (stereo not drawn)	2	2	15	-3	2	7	-2.5	15
CCOc1ccc(NC(=O)CN(C)C(=O)c2cc(-c3ccncc3)nc3ccccc23)cc1OCC	-4	-6	-8	1	32	10	0.3	1
Cc1cccc(S(=O)(=O)Nc2ccc(-c3ccc4nncn4n3)cc2)c1	12	7	5	-1	14	14	-1.1	13
CN(C)S(=O)(=O)c1cccc(NC(=O)c2cc(=O)[nH]c3ccccc23)c1	10	-3	4	-2	10	14	-0.8	4

Exported in markdown: entries from further up
| Molecule | APJ antag | UPR XBP1 act | tim23-1 inh | APJ agonist | Mdm2 MdmX PPI | 697 NFkB inh | CHOP UPR activ | Jurkat NFkB inh |
| --- | --- | --- | --- | --- | --- | --- | --- | --- |
| Cc1cccc(NC(=O)C(Cc2ccccc2)c2nn[nH]n2)c1C (stereo not drawn) | 5 | -3 | -3 | 1 | 8 | 1 | -0.7 | -13 |
| O=C1C2C3C=CC(C4CC34)C2C(=O)N1/N=C/c1ccc(-c2cccc([N+](=O)[O-])c2)o1 (stereo not drawn) | -13 | -1 | 35 | x | 20 | -5 | -2.0 | -6 |
| Cc1ccc(CN2CCC(N3CCC(C(=O)NCC4CCCO4)CC3)CC2)o1 (stereo not drawn) | 2 | 2 | 15 | -3 | 2 | 7 | -2.5 | 15 |

Next records follow:
SMILES	APJ antag	UPR XBP1 act	tim23-1 inh	APJ agonist	Mdm2 MdmX PPI	697 NFkB inh	CHOP UPR activ	Jurkat NFkB inh
COC(=O)c1ccc(NC(=O)C(=O)c2cccn2C)cc1	2	-8	29	-4	-186	-122	-1.3	-170
COc1ccc(N2CCN(CCCn3c(=S)[nH]c4ncccc4c3=O)CC2)cc1	7	-3	-1	-4	21	-56	-0.8	-12
CC(C)(C)c1cc(CN(CCO)CCO)c(O)c(C(C)(C)C)c1	-24	1	12	1	24	3	0.2	0
CCCC(NC(=O)C(C)N1CCN(S(=O)(=O)c2ccccc2)CC1)c1ccccc1 (stereo not drawn)	-18	-1	16	-1	15	17	0.7	-5
COC(=O)CCc1c(C)nn(-c2ccccc2)c1C	-9	3	-1	-1	-2	15	2.4	-19
CCCCCCNC(=O)Nc1ccccc1	-7	0	8	-4	0	1	5.0	-4
CC(C)(C)c1ccc(OCC(O)CN2CCN(C(=O)c3ccccc3)CC2)cc1 (stereo not drawn)	-6	-1	16	0	12	-35	0.6	6
c1ccc2c(c1)CCCN2Cc1nnnn1CC1CCCO1 (stereo not drawn)	3	2	8	-1	4	-8	-0.7	-3
CCN(CC)S(=O)(=O)c1ccc(N2CCOCC2)c(NC(=O)C2CC2)c1	15	2	8	-2	-16	17	2.2	12
COCCOc1ccc(C(F)(F)F)cc1NC(=O)COC(=O)C12CC3CC(CC(O)(C3)C1)C2	6	-6	10	-5	22	5	3.1	-5

Full records, quoted from the list. Order of screens: APJ antag | UPR XBP1 act | tim23-1 inh | APJ agonist | Mdm2 MdmX PPI | 697 NFkB inh | CHOP UPR activ | Jurkat NFkB inh
c1ccc2c(c1)CCCN2Cc1nnnn1CC1CCCO1 (stereo not drawn) is listed as 3 | 2 | 8 | -1 | 4 | -8 | -0.7 | -3
CCCC(NC(=O)C(C)N1CCN(S(=O)(=O)c2ccccc2)CC1)c1ccccc1 (stereo not drawn) is listed as -18 | -1 | 16 | -1 | 15 | 17 | 0.7 | -5
COCCOc1ccc(C(F)(F)F)cc1NC(=O)COC(=O)C12CC3CC(CC(O)(C3)C1)C2 is listed as 6 | -6 | 10 | -5 | 22 | 5 | 3.1 | -5
COc1ccc(N2CCN(CCCn3c(=S)[nH]c4ncccc4c3=O)CC2)cc1 is listed as 7 | -3 | -1 | -4 | 21 | -56 | -0.8 | -12
COC(=O)CCc1c(C)nn(-c2ccccc2)c1C is listed as -9 | 3 | -1 | -1 | -2 | 15 | 2.4 | -19

(further entries)
SMILES	APJ antag	UPR XBP1 act	tim23-1 inh	APJ agonist	Mdm2 MdmX PPI	697 NFkB inh	CHOP UPR activ	Jurkat NFkB inh
Cc1nc(Nc2ccc(O)cc2)c2c3c(sc2n1)CCCC3	-16	1	52*	1	24	16	-0.1	11
CC(C)c1nc2cc(C(=O)N3CCNC(=O)C3c3ccc(F)cc3)ccc2o1 (stereo not drawn)	15	-4	-10	6	21	0	-0.3	2
O=C1OCCN1C(=O)[C@H]1[C@H](c2ccc(F)cc2)C(c2cccc(Cl)c2)=NN1c1ccc(Br)cc1	x	1	38	x	32	0	0.4	x
CCOC(=O)Cn1c(=O)oc2cc(S(=O)(=O)N(C)c3ccc(OC)cc3)ccc21	-6	-3	14	-1	-15	-11	-0.8	1
CN(CC(=O)Nc1cccc(F)c1)C(=O)CNS(=O)(=O)c1ccc(N(C)C)c([N+](=O)[O-])c1	19	1	-8	-8	8	-1	0.7	-9

Screening data: PubChem, Sanford-Burnham Center for Chemical Genomics
